TRPV1 ag – HTS Assay for Compounds that Act as Agonists of the Vanilloid Receptor 1; 320,000 compounds, 0.19% hits; TRPV1-expressing cells, Fluo-8 calcium influx, agonist mode; AID 540275, 2011; activation, % at 8.33 µM; in the data active = activation above about 80%; inconclusive = between about 30% and that limit; also: 0% is about no effect
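TRPV1-expressing cells were cultured overnight at 35.5C and loaded with Fluo-8 calcium dye for 40 to 90 min at room temperature. After a 10 s baseline, compound was added and calcium influx was read kinetically for 3 min (ex 480/em 520 nm).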
USP2a inh – qHTS Assay for Inhibitors of Ubiquitin-specific Protease USP2a Using CHOP2 as the Reporter; Ubiquitin carboxyl-terminal hydrolase 2 (Homo sapiens), O75604; USP2 core, Ub-CHOP2 coupled fluorogenic reporter, 485/531; Potency, µM (highest dose often 38.3 µM), without a hit: top-dose activity change, negative = inhibition, actives largely listed as inhibitors; 330,000 compounds, 0.01% hits; AID 463254, 2010;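 also: potency is read from the fitted curve at half-maximal effect; plate controls were DMSO wells for no effect and full inhibition by NEM control for full effect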
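Cell-free coupled assay: 10nM USP2 core preincubated 30min RT with compound in Tris-HCl pH 8.0/CaCl2/CHAPS buffer, then 25nM Ub-CHOP2 and 25nM reporter substrate; fluorescence (Ex 485/Em 531) read after 60min RT, normalized to NEM inhibition, concentration-response curves fitted.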
Eya2 inh – qHTS Assay for Inhibitors of the Phosphatase Activity of Eya2 | Protein phosphatase EYA2 (Homo sapiens), O00167 | recombinant Eya2, OMFP fluorescence dephosphorylation (OMFP is methylfluorescein phosphate) | Potency, µM (top dose mostly 76.9 µM), for inactives: at the highest dose activity, negative = inhibition, actives largely listed as inhibitors | 330,000 compounds, 0.006% hits | AID 488837, 2010; also: potency is read from the fitted curve at half-maximal effect; % is scaled to controls: 0 for no effect and ±100 for the full control effect
Target sequence (O00167 whole entry, looked up): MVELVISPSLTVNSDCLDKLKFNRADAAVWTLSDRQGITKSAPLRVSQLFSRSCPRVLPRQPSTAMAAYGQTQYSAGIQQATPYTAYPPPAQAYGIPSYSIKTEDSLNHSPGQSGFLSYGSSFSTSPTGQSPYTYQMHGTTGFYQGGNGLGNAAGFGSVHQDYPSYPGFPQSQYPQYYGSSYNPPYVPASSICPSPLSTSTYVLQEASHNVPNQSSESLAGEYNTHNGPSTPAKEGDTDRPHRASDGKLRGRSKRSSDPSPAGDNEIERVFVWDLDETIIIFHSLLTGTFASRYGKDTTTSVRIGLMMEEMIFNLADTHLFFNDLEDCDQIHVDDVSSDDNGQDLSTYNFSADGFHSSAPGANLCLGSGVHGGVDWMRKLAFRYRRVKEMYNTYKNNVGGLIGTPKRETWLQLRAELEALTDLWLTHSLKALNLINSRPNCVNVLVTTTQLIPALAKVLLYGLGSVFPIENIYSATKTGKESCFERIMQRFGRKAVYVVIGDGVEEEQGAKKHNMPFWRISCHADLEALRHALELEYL
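Eya2 (0.2 uM) preincubated 10 min at ambient with compound, then OMFP substrate added at 50 uM; 10 min reaction in 50 mM HEPES pH 7.5, 50 mM NaCl, 5 uM MgCl2, 0.05% BSA, 1 mM DTT. Fluorescence read at Ex 485/Em 525 nm.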
ELG1 repair inh – qHTS screen for small molecules that inhibit ELG1-dependent DNA repair in human embryonic kidney (HEK293T) cells expressing luciferase-tagged ELG1; HEK293T ELG1-luciferase reporter, luminescence, 16 h; DNA damage induced by 5-fluorouridine; Potency, µM (highest dose often 46.1 µM), for inactives: top-dose activity change, negative = inhibition, most hits filed as inhibitors; 330,000 compounds, 2.3% hits; also: potency is read from the fitted curve at half-maximal effect; % is scaled to controls: 0 for no effect and ±100 for the full control effect; nearly all actives have a fitted effect of over 55% in size
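Step one: seed 2,000 cells per well. Step two: pin-transfer compound or DMSO alongside 5-fluorouridine. Step three: incubate 16 hr, 37 °C, 5% CO2. Step four: add ONE-Glo, wait 30 min, read luminescence.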
TCR activator – Activators of T cell receptors: qHTS campaign; primary human leukocytes, anti-CD3, IL-2 HTRF, 48 h; Potency, µM (highest dose often 9.22 µM), without a hit: top-dose activation of IL-2 secretion, hits mostly activators; 330,000 tested, under 10 active; AID 504894, 2011; also: % of control where 0% means no effect
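IL-2 release read by HTRF sandwich (Eu cryptate donor, d2 acceptor, 665 nm emission) after 48 hr exposure of primary human leukocytes to compound together with anti-CD3 beads in the absence of co-stimulatory signals.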
TSHR antag – Antagonists of the Thyroid Stimulating Hormone Receptor: HTS campaign; Thyrotropin receptor (Homo sapiens), P16473; TSHR-expressing cells, TSH-stimulated cAMP HTRF, 2 h; active compounds read low; activity change, negative = inhibition, % at 11.5 µM; 330,000 compounds, 0.2% hits;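 active = activity change below a set negative limit, meaning inhibition stronger than a set level, cut at about -70% in these data; inconclusive = activity change between two set negative limits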; also: % is scaled to controls: 0 for no effect and ±100 for the full control effect
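TSHR-expressing cells, 200/well, pre-treated with compound, then stimulated with EC80 TSH (4nM final) for 2 hours at 37 deg C. cAMP measured by competitive HTRF: anti-cAMP cryptate antibody in lysis buffer plus cAMP-d2, read after 30 minutes at room temperature.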
A-T KAP1 phos – qHTS Assay for Identifying a Potential Treatment of Ataxia-Telangiectasia. […] A-T fibroblasts, KAP-1 phosphorylation AlphaLISA; neocarzinostatin DNA damage 30 min before lysis. Potency, µM (doses to about 57.5 µM), for inactives: at the highest dose activation, actives largely listed as activators. 320,000 compounds, 0.19% hits. AID 485349, 2010; also: potency is read from the fitted curve at half-maximal effect; % of control where 0% means no effect; nearly all actives have a fitted effect of over 45% in size
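ATM-like activity read as KAP-1 phosphorylation via AlphaLISA donor/acceptor antibody pairs after lysis and 6 hr at 25C. Cells were ATM-null patient fibroblasts ([…], hTERT), dosed 60 min, then exposed to the DSB inducer NCS for 30 min.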
KCNH2 3.1 inh – qHTS for Inhibitors of KCHN2 3.1: Mutant qHTS. Potassium voltage-gated channel subfamily H member 2, brain isoform KCNH2 3.1 (human). U2OS KCNH2 3.1, thallium flux FluxOr; active compounds read low. activity change, % (tested at about 1.8 µM). 340,000 compounds, 0.95% hits. AID 720553, 2013;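 active = maximum activity change below -70%; inconclusive = maximum activity change from -70% to -50%; inactive = maximum activity change above -50%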;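 also: thallium influx rate constant from kinetic fluorescence after stimulation buffer; % is scaled to controls: 0 for no effect and ±100 for the full control effect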
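Virally transduced U2OS (3.1 isoform, 4 h infection in dark at RT) → overnight 37 C → FluxOr + Red40 in HBSS/HEPES, 45 min → stimulation buffer, 2 min kinetic read → rate constant vs DMSO controls.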
hERG WT inh – qHTS for Inhibitors of KCHN2 3.1: Wildtype qHTS; AID 720551, 2013; Voltage-gated inwardly rectifying potassium channel KCNH2 (Homo sapiens), Q12809; U2OS, BacMam KCNH2, thallium flux FluxOr; active compounds read low; 340,000 compounds, 0.37% hits; activity change, % at 1.84 µM;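 active = maximum activity change below -70%; inconclusive = maximum activity change between -70% and -50%; inactive = maximum activity change above -50%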; also: % is scaled to controls: 0 for no effect and ±100 for the full control effect
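U2OS cells were transduced with wild-type KCNH2 virus (2.03 x 10^8 / mL) for 4 h at room temperature, then cultured overnight at 37 C. Thallium flux was read with FluxOr dye. Rate constants were normalized to DMSO controls.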
Mito fusion yeast – qHTS Assay for Small Molecule Inhibitors of Mitochondrial Division or Activators of Mitochondrial Fusion; AID 485298, 2010; Potency, µM (titrated, usually from 46.1 µM), for the others: top-dose growth rescue (activation), hits mostly activators; 320,000 compounds, 0.23% hits; S. cerevisiae fusion-defective mutant growth rescue, CellTiterGlo 48 h;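 also: potency is read from the fitted curve at half-maximal effect; % of control where 0% means no effect; nearly all actives have a fitted effect of over 45% in size; temperature-sensitive fusion mutants such as fzo1-1 at 37 °C on non-fermentable ethanol glycerol medium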
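Temperature-sensitive fusion-defective S. cerevisiae (e.g. fzo1-1, mgm1-5) were grown with compound in YPEG medium (3% ethanol, 3% glycerol) for 48 hours at 37C. Growth rescue was measured as viability by CellTiterGlo luminescence after 10 minutes at ambient.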
* marks the source's active call; other numbers are inactive results; u = inconclusive; x = not tested or not shown; & = joins results of further samples; [ ] = remark or other dose. Unless noted, calls follow the shape of the dose curve; as a rule, active = well fitted curve in the direction sought with a large enough effect; inconclusive = small, poorly fitted or top-dose-only effect, or another doubt; inactive = no such curve, though single readings can be large; an effect the other way counts as inactive or inconclusive. Not all compounds are listed, so the mix of outcomes need not match the whole.

SMILES	TRPV1 ag	USP2a inh	Eya2 inh	ELG1 repair inh	TCR activator	TSHR antag	A-T KAP1 phos	KCNH2 3.1 inh	hERG WT inh	Mito fusion yeast
COc1ccc(NC(C)=O)cc1S(=O)(=O)NC(Cc1ccccc1)C(=O)NCc1ccccc1C (stereo not drawn)	9	-1%	5%	19%	-4%	4	0%	-15	-10	0%
Cc1ccc([N+](=O)[O-])cc1NC(=O)CN(C(=O)c1ccccc1Cl)C1CCCCC1	-5	-2%	1%	u	6%[46.1 µM]	-3	10%	-16	-13	15%
N#CCSc1nc(-c2ccccc2)cs1	15	2%	2%	u	-3%	5	0%	3	2	2%
O=C(NCc1cc([N+](=O)[O-])ccc1O)c1cccnc1Sc1ccccc1Cl	0	-2%	6%	-1%	-1%	5	-10%	-13	-2	0%
O=C1CN(C(=O)Cn2ncc(Cl)c(Cl)c2=O)c2ccccc2N1	1	-2%	10%	u	10%	-9	-2%	-8	-4	2%
CCOC(=O)NC(=O)c1cn(Nc2ccccc2C(F)(F)F)c(=O)[nH]c1=O	4	1%	-4%	2%	8%	3	3%	-16	-1	-2%
C=CCNC(=O)c1onc(CSc2ccc(F)cc2)c1C(=O)NCC=C	u	0%	1%	28%	3%	-16	23%	6	11	4%
CCOc1ccccc1CN1CCNC(=O)C1CC(=O)N(C)Cc1nonc1C (stereo not drawn)	1	2%	-3%	-4%	x	-1	-2%	-9	-13	2%
COc1ccc(CN2CCN(C3CCC3)CC2CCO)c(F)c1 (stereo not drawn)	2	0%	2%	-2%	3%	0	7%	-3	1	1%
COc1ccc(C(=O)CN2C(=O)NC(C)(c3ccc(C)cc3)C2=O)cc1OC (stereo not drawn)	3	-3%	-27%	-1%	-13%	20	5%	4	5	5%
COCC(=O)N1CCC(Oc2ccc(C(=O)N3C[C@@H]4CCC[C@H]3C4)cc2)CC1	0	-1%	-15%	-1%	-1%	5	-2%	-13	0	1%
Cc1cc(C)cc(Nc2nc(-c3ccc(S(=O)(=O)N4CCCC4)cc3)cs2)c1	-2	2%	-8%	23µM*	-5%[46.1 µM]	-23	-2%	2	-5	5%
CC(C)NC(=O)c1ccccc1S(=O)(=O)c1ccccc1C#N	0	-3%	19%	14%	-3%	5	0%	-4	3	0%
O=C(O)C1C2C=CC(C2)C1C(=O)NC1CCS(=O)(=O)C1 (stereo not drawn)	1	-1%	14%	u	1%	4	15%	-3	-8	-2%
CCOC(=O)c1cnc(-n2nc(C)cc2C)nc1NCc1ccccc1	x	1%	-30%	u	-1%	7	3%	-2	-7	28%
CCOCc1nnc(NC(C)=O)s1	0	2%	19%	-3%	10%	5	-3%	-45	-12	0%
Cc1cc(=O)oc2cc(OCC(=O)Nc3ccccc3C(=O)O)ccc12	2	3%	24%	u	-2%	-8	7%	-23	-3	3%
C/C(N)=C(/C#N)C(=O)CSc1nc(C2CCCCC2)n(-c2ccccc2)n1	3	-9%	-10%	u	5%	13	3%	29&2	-5&0	u
CCCn1c(N)c(N(CCOC)C(=O)c2cccc(F)c2)c(=O)[nH]c1=O	-2	-1%	8%	0%	0%	12	-5%	6	-1	3%
Cc1c[n+]([O-])ccc1Oc1ccc([N+](=O)[O-])cc1	0	1%	15%	16%	-4%	-9	6%	42	0	0%
CCN(CC)c1ccc(C(=O)OCC(=O)NC2CCCCC2C)cc1 (stereo not drawn)	11	3%	1%	-9%	3%	1	0%	-13	-10	5%
O=C(COC(=O)c1ccccn1)Nc1ccccc1OC(F)F	-1	2%	13%	1%	1%	19	3%	4	-3	8%
CCC(C(=O)Nc1ccccc1C(=O)N1CCCC1)N1C(=O)c2ccccc2C1=O (stereo not drawn)	12	2%	-4%	1%	-1%	-4	4%	u	2	-1%
CC(=O)Nc1ccc(NC(=O)C2CC(=O)N=C(N)S2)cc1 (stereo not drawn)	-6	2%	0%	6%	3%	-6	8%	6	3	-2%
Cc1[nH]nc(SCC(=O)Nc2cccc(O)c2)c1[N+](=O)[O-]	-2	-1%	1%	5%	1%	0	-7%	-10	-5	3%
Cc1ccc(C(=O)NCCCNC(=O)c2ccco2)cc1	-3	3%	2%	9%	1%	10	-1%	4	3	-5%
Cc1nnc(SCC(=O)NC2CCCC2)n1CCc1ccccc1	2	3%	-25%	22%	0%	0	5%	1	-11	-3%
Cc1ccc(OCCC(=O)OCC(=O)Nc2ccc(N3CCOCC3)cc2)cc1	7	0%	-3%	16%	-8%	-1	3%	-14	-4	6%
O=C(NC(=S)Nc1ccc(Br)cc1)C1CCCCC1	-4	-2%	-1%	8%	-3%	-13	4%	12	4	-10%
CCCn1c(N)c(C(=O)CSc2nnc3n2CCCCC3)c(=O)[nH]c1=O	-1	1%	-9%	11%	4%	1	10%	10	12	-2%
CC1CCN(S(=O)(=O)c2ccc(Cl)cc2Br)CC1	17	-1%	-38%	7%	5%	6	14%	0	2	-3%
Cc1ccc(-c2csc(NC(=O)c3ccco3)n2)cc1C	u	-1%	-29%	u	1%	26	8%	1	-8	-12%
CN(C(=O)c1cccc(NC(=O)C2CCN(C(=O)OC(C)(C)C)CC2)c1)C1CCCCC1	x	1%	14%	23µM*	-3%	-16	-8%	x	x	x
Cc1ccccc1CC1S/C(=N/N=C/c2ccco2)NC1=O (stereo not drawn)	4	1%	6%	0%	x	2	-5%	x	x	0%
COC(=O)c1ccc(NC(=O)C(=O)N2CCN(C(=S)Nc3ccc(OC)cc3)CC2)cc1	8	5%	-7%	-29%	5%[46.1 µM]	-2	-1%	0	-6	-5%
Cc1cc(C(F)(F)F)c(C#N)c(N2CCOCC2)n1	3	-5%	25%	7%	-3%	15	x	-3	-1	-3%
Cc1ccc(Sc2ncccc2C(=O)NC2CCCCCC2)cc1C	28	-1%	-20%	5%	-1%[46.1 µM]	-1	-3%	3	0	-2%
NC(=O)Nc1ccc(Nc2ccccc2)cc1	1	-2%	3%	u	5%	-2	-3%	4	-4	3%
O=[N+]([O-])c1ccc(S(=O)(=O)N/N=C/c2ccc3c(c2)OCO3)cc1	0	0%	-2%	0%	-1%	-9	7%	-15	-5	-1%
Cc1ccc(N(CC(=O)Nc2ccc(S(=O)(=O)N3CCOCC3)cc2)S(C)(=O)=O)cc1C	13	u	16%	-11%	0%	-10	6%	9	-6	2%
CCN(C(=O)/C=C/c1ccccc1)C1CCCCC1	u	0%	-8%	12%	x	-7	2%	3	3	0%
CCOC(=O)c1nc2ccccc2c(=O)[nH]1	-2	2%	-16%	u	-1%	-16	9%	-7	16	1%
Cc1ccc(C)c(OC(=O)c2cncc(Br)c2)c1	16	0%	0%	-22%	-2%[46.1 µM]	-2	-21%	-15	-14	2%
CN1CCN(NC(=O)c2cc(S(=O)(=O)Nc3ccc(Cl)cc3)ccc2Cl)CC1	0	1%	2%	u	-3%	-2	0%	1	-9	2%
Cc1ccc(S(=O)(=O)NCC(=O)OCC(=O)Nc2ncc(Cl)cc2Cl)cc1	-5	1%	-1%	3%	3%	0	-1%	0	4	-3%
Cc1cc(S(=O)(=O)Nc2cccc([N+](=O)[O-])c2)c(C)s1	-2	1%	-10%	-11%	-6%	10	-3%	-13	8	28%
N#Cc1cc(-c2ccccc2)nnc1Oc1ccccc1	13	1%	5%	-7%	-4%	-10	-2%	-7	2	-6%
O=C(CSc1nnc(-c2ccc3c(c2)OCCO3)o1)NC1CCCCC1	-1	-1%	-2%	20%	x	0	-2%	x	x	-5%
CCN(CC)C(=O)C1CCCN(c2ccc([N+](=O)[O-])cc2/C=N/NC(=O)c2cccc([N+](=O)[O-])c2)C1 (stereo not drawn)	x	0%	0%	u	10%	6	11%	-5	0	1%
CN(C)c1ccc(C=NCCc2ccc(S(N)(=O)=O)cc2)cc1	1	0%	12%	-10%	4%	-7	2%	-3	6	-2%
CCCCNC(=O)C(=O)c1ccccc1NC(C)=O	3	1%	-8%	15%	9%	12	3%	-3	-8	3%

Screening results as filed in PubChem BioAssay.
